Source: PubChem (several laboratories)
rCAG binder: r(CAG) repeat RNA binding | inhibition, % at 3 µM | AID 651821 | TO-PRO-1 dye displacement fluorescence | actives 1.3% (n = 370,000);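 active = inhibition above the plate cutoff, the mean of all test compounds on that plate plus 3 SD, cut at about 35% in these data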;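 note: 0% = DMSO alone and 100% = 100 µM mitoxantrone as full dye displacement; higher means more dye released from RNA so lower well fluorescence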
UHRF1 binding: UHRF1 methyl-DNA binding inhibition; actives 0.75% (n = 370,000); inhibition, % at 4.4 µM; UHRF1 binding to methylated oligo, TR-FRET; Q96T88; in the data active = inhibition above about 21%;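 note: UHRF1 SRA domain binding a hemimethylated CpG hairpin DNA probe; 0% = median of test compound wells and 100% = reference inhibitor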
Target sequence (Q96T88 whole entry, looked up, the tested form may be a part): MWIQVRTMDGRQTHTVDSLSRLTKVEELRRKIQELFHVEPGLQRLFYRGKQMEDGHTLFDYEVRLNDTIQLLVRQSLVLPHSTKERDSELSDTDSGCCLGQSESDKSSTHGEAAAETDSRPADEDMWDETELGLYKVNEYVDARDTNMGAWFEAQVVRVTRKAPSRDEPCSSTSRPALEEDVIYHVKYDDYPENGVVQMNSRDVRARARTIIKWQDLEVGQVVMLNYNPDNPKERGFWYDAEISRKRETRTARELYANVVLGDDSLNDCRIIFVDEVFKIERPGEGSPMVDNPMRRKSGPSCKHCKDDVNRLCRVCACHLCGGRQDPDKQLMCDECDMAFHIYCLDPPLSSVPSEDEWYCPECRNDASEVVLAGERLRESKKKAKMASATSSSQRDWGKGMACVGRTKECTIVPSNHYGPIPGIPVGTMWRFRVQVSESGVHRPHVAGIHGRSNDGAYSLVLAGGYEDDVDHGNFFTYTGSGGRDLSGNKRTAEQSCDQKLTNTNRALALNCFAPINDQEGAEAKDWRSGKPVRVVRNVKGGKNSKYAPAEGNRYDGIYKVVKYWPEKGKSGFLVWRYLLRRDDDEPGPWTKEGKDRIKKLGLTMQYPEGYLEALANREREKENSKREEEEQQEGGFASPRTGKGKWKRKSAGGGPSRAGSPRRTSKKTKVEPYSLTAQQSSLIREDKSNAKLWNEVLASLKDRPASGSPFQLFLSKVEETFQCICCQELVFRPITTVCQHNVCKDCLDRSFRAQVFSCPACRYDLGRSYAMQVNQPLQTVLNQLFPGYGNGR
HTRA1 inh: blocks human HTRA1 serine peptidase. inhibition, % at 5.96 µM. recombinant HTRA1, FP-rhodamine activity-based probe, fluorescence polarization. actives 0.5% (n = 340,000); in the data active = inhibition above about 36%;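 note: 0% = enzyme with DMSO and 100% = wells lacking enzyme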
PRMT1 inh: PRMT1 (human) inhibition, primary screen. actives 1.3% (n = 370,000). Q99873. recombinant PRMT1, activity-based probe fluorescence polarization. inhibition, % at 2.79 µM;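 active = inhibition above about 21% made by adding two undisclosed values, limit read from the data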
LEDGF integ inh: blocks HIV-1 LEDGF/p75-dependent DNA integration | TR-FRET IN-LEDGF/p75 DNA integration, Eu/Cy5 | inhibition, % at 3.7 µM | actives 0.64% (n = 370,000) | AID 743269;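 active = inhibition above the screen-wide mean plus 3 SD, cut at about 13% in these data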;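 note: signal is the Cy5 over europium emission ratio at 671 and 618 nm; 0% = plate median of compound wells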
PG9 binder: small molecules binding HIV-1 gp120 antibody PG9. TR-FRET gp120-PG9 antibody binding. inhibition, % at 6.7 µM. actives 0.43% (n = 360,000); in the data active = inhibition above about 8.5%
TCR-CD3 inh: blocks the human TCR-CD3 interaction; TAMRA-labeled TCR probe fluorescence, biochemical; actives 0.37% (n = 360,000); inhibition, % at 9.4 µM; AID 651800; in the data active = inhibition above about 19%;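 note: recombinant mutant TCR 2C K166C tagged with TAMRA read by polarization; 0% = receptor in buffer alone and 100% = receptor with positive control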
Rev-erbA mod: Rev-erb alpha (human) modulation; P20393; Rev-erbα–FITC-DNA binding, fluorescence polarization, 90 min; activity, % at 10 µM; actives 0.79% (n = 370,000); AID 1259318;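 active = activity above about 14%, limit read from the data; passing the limit was not always enough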;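 note: 0% = DMSO wells with 35 nM protein and 100% = DMSO wells with 750 nM protein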
MBD2 inh: blocks human MBD2 binding to methylated DNA. inhibition, % at 4.4 µM. TR-FRET, MBD2 binding to methylated oligonucleotide. actives 0.31% (n = 370,000). Q9UBB5; in the data active = inhibition above about 13%
ABHD4 inh: inhibits mouse alpha/beta hydrolase domain 4 | inhibition, % at 8.92 µM | purified mABHD4, FP-Rh probe fluorescence polarization | AID 720543 | actives 0.54% (n = 370,000) | Q8VD66;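 active = inhibition exceeding the mean over every tested compound plus 3 SD, cut at about 30% in these data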;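 note: 0% = plate median of compound wells and 100% = S159A mutant with DMSO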
Target sequence (Q8VD66 whole entry, looked up, the tested form may be a part): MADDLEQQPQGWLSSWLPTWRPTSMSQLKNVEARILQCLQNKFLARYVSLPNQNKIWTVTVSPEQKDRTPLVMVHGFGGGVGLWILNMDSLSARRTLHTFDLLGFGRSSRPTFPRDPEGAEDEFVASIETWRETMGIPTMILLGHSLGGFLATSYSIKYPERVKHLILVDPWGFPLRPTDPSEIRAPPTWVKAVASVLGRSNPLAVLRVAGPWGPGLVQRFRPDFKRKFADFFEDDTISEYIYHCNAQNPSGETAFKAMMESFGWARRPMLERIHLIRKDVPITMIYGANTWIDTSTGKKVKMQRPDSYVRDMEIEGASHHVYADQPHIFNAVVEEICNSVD
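Assay system: Wild-type mouse ABHD4 protein | Medium: HEPES pH 7.0 buffer, 150 mM NaCl, 0.01% Pluronic F-127 | Incubation: Enzyme–compound pre-incubation 45 min, then probe 60 min, both 25 °C | Technique: Fluorescence polarization with parallel and perpendicular emission, 525/598 nm | Evaluation: % inhibition of FP-Rh probe binding versus controls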
* marks the source's active call; other numbers are inactive results; / = no result given. This is a subset (hit frequency here may not be typical).

SMILES | rCAG binder | UHRF1 binding | HTRA1 inh | PRMT1 inh | LEDGF integ inh | PG9 binder | TCR-CD3 inh | Rev-erbA mod | MBD2 inh | ABHD4 inh
O=C(Nc1ccc(C2CC2(Cl)Cl)cc1)c1cccc([N+](=O)[O-])c1 (stereo unspecified) | 4.0 | -1.8 | -30.4 | -2.3 | 0.4 | -0.4 | 0.8 | 6.9 | 1.8 | -24.7
COc1ccc(S(=O)(=O)Cc2ccc(C(=O)N3CCN(c4cccc(C)c4)C(C)C3)o2)cc1 (stereo unspecified) | 0.9 | -1.9 | -8.3 | 4.0 | 0.9 | -2.0 | -4.2 | 4.3 | -4.8 | 0.0
CCOC(=O)CN1CC23C=CC(O2)C(C(=O)NCc2ccccc2OC)C3C1=O (stereo unspecified) | 2.4 | 2.4 | 1.6 | 2.6 | -2.4 | -0.6 | -9.0 | -5.1 | 5.0 | -8.4
COc1ccc(N/C=C/C(=O)C(F)(F)F)cc1 | -0.4 | 4.9 | -2.3 | 5.1 | -2.7 | 0.9 | 3.8 | -0.8 | -2.9 | 10.3
CC(C)(C)CC(=O)NC(=S)NCCc1ccccc1 | -6.6 | -2.5 | -2.5 | -1.6 | 0.8 | 0.4 | -0.7 | -0.2 | -5.3 | -7.4
O=C(NNC(=O)c1cccs1)c1ccccn1 | 1.5 | -2.0 | 1.4 | -2.2 | -1.2 | -1.0 | 2.3 | -2.3 | 2.0 | 15.2
Cc1cc(NC(=O)CSCc2ccccc2)no1 | 6.0 | 3.2 | -9.4 | 1.6 | -4.4 | -1.4 | 5.2 | -5.5 | 3.3 | 1.4
C=CCc1cc(S(=O)(=O)c2ccc(O)c(CC=C)c2)ccc1O | 31.8 | -0.6 | -15.8 | 0.5 | 2.7 | -1.0 | 4.1 | 4.5 | -3.2 | -35.4
CCOC(=O)C1=C(COC(=O)C2CC(=O)N(c3ccccc3F)C2)NC(=O)NC1C (stereo unspecified) | -0.1 | 1.2 | 2.5 | -2.1 | 2.4 | -2.4 | -0.3 | 2.7 | 0.2 | 0.1
CCOC(=O)CC(=O)CSc1nc(N)c(C#N)c(-c2ccc(F)cc2)c1C#N | 11.5 | -5.0 | -16.2 | 8.0 | -4.7 | -0.2 | 6.1 | -5.0 | 3.9 | -5.8
Cc1cccc2sc(N(CCN(C)C)C(=O)c3cc(Cl)sc3Cl)nc12 | -2.5 | -2.6 | -8.3 | 3.0 | 2.7 | -0.9 | 3.0 | -1.6 | 6.0 | 7.2
CC1(C)CC(NNCCC#N)=CC(=[N+]2CCCC2)C1 | -0.2 | -1.8 | 7.5 | 0.5 | 4.0 | -3.8 | 7.6 | -2.5 | -7.2 | 1.9
COc1cc(/C=N/n2cnnc2)ccc1OCc1ccccc1 | -3.4 | -1.5 | 3.3 | -2.2 | -0.8 | -4.2 | 2.5 | -0.6 | -1.5 | -3.6
O=C(C(c1ccccc1)c1ccccc1)N1CCCc2ccccc21 | -6.1 | 2.3 | -22.0 | -1.8 | -2.1 | 0.6 | -4.8 | 1.9 | -1.6 | -11.7
CCOc1ccc(NC(=O)CN(C)C(=O)CCc2nc3ccccc3c(=O)[nH]2)cc1OCC | 3.3 | 3.0 | 4.2 | -3.2 | 9.3 | -0.3 | 4.0 | -3.5 | 1.9 | -5.7
Cc1nc(Nc2ccccc2)sc1C(=O)Nc1ccccc1 | -0.8 | 2.1 | -39.2 | 3.1 | -4.8 | 0.8 | -1.3 | -0.8 | 3.1 | 9.7
COc1ccc(C(CNC(=O)c2ccc3c(c2)C(=O)N(CCC(C)C)C3=O)N2CCOCC2)cc1 (stereo unspecified) | -5.4 | 1.2 | -3.9 | -0.2 | -1.0 | 0.6 | -5.6 | -4.8 | 2.6 | 6.3
O=C(COC(=O)C1=COCCO1)NC1CCCCC1 | 2.4 | 1.7 | 3.3 | -0.7 | 5.8 | -1.1 | 4.3 | 1.3 | 2.0 | -1.8
Fc1ccc(-c2cc(-c3ccccc3)nc(-n3cccn3)n2)cc1 | 4.5 | -0.6 | -74.4 | -1.4 | 1.8 | -0.1 | 3.1 | 0.5 | 0.7 | -9.5
COc1ccc2oc(C(=O)OCC(=O)Nc3cccc(S(=O)(=O)N4CCOCC4)c3)c(C)c2c1 | 17.0 | 3.6 | -40.0 | -0.7 | 2.8 | -1.5 | 7.4 | -5.9 | 2.4 | -31.5
Cc1ccccc1NC(=O)CC1S/C(=N/c2nccs2)N(C)C1=O (stereo unspecified) | 0.6 | 0.2 | 2.1 | 1.0 | 0.6 | 1.4 | -3.5 | -1.0 | 4.5 | 2.2
Cc1cc(N2CCN(CC(C)(C)O)C[C@H]2C)ccc1N1CCN(Cc2ccccc2)[C@@H](C)C1 | 4.7 | 5.8 | / | -2.0 | 1.2 | -0.9 | -0.3 | 2.3 | -0.2 | -1.8
CC1(C(=O)NCc2ccc3c(c2)OCO3)CCN1C(=O)Cc1cccc2ccccc12 (stereo unspecified) | 1.2 | -2.5 | / | 24.5* | 1.2 | 0.8 | 3.0 | -2.7 | -1.6 | -4.2
COC(=O)c1ccc(NC(=O)c2cccc(NC(=O)c3ccccc3)c2)cc1 | 5.4 | -1.1 | -30.8 | -2.2 | -2.0 | -0.7 | 4.3 | -0.4 | -1.8 | -7.8
CCOc1cc(CO)c(Br)cc1OCC(=O)O | 0.6 | 0.0 | / | 0.0 | -0.7 | -1.5 | 6.0 | -2.1 | 5.0 | -0.5
COC(=O)[C@@]1(Cc2ccc(F)cc2)[C@H]2c3cc(C(=O)N(C)C)n(C)c3C[C@H]2CN1C(=O)c1ccccc1 | 7.2 | -1.7 | / | 2.3 | 0.4 | 0.5 | -0.8 | 5.4 | -2.5 | 9.4
CCc1nnc(NC(=O)Cc2ccc(OC)cc2)s1 | -0.8 | 1.9 | 4.6 | 3.9 | -5.1 | -0.5 | -3.2 | -2.9 | 2.7 | -4.4
CCC(C)(C)N1CC(=O)N(Cc2ccccc2)C(c2ccc(OC)cc2)C1=O (stereo unspecified) | -10.4 | 1.5 | -2.3 | 0.7 | 0.0 | -1.1 | 9.8 | 0.6 | -2.3 | 1.0
NC(=O)c1cc2cc(Cl)ccc2oc1=Nc1cccc(C(F)(F)F)c1 | -0.4 | -0.4 | -2.2 | -1.5 | 0.7 | -0.2 | 3.4 | 0.8 | -7.4 | -3.1
Cc1c(/C=N\NC(=O)c2csc3ccccc23)cnn1C | 0.3 | -2.1 | 9.7 | 3.5 | -3.8 | 0.5 | -4.4 | 2.0 | 0.8 | -5.7

Laid out differently: two of the compounds above.
> CCOc1cc(CO)c(Br)cc1OCC(=O)O
  rCAG binder: 0.6
  UHRF1 binding: 0.0
  HTRA1 inh: /
  PRMT1 inh: 0.0
  LEDGF integ inh: -0.7
  PG9 binder: -1.5
  TCR-CD3 inh: 6.0
  Rev-erbA mod: -2.1
  MBD2 inh: 5.0
  ABHD4 inh: -0.5

> CCc1nnc(NC(=O)Cc2ccc(OC)cc2)s1
  rCAG binder: -0.8
  UHRF1 binding: 1.9
  HTRA1 inh: 4.6
  PRMT1 inh: 3.9
  LEDGF integ inh: -5.1
  PG9 binder: -0.5
  TCR-CD3 inh: -3.2
  Rev-erbA mod: -2.9
  MBD2 inh: 2.7
  ABHD4 inh: -4.4

(further entries)
SMILES | rCAG binder | UHRF1 binding | HTRA1 inh | PRMT1 inh | LEDGF integ inh | PG9 binder | TCR-CD3 inh | Rev-erbA mod | MBD2 inh | ABHD4 inh
O=C1CCN(Cc2ccccc2)N1 | 1.0 | 4.2 | 5.3 | -1.8 | 3.3 | -1.7 | -6.8 | 2.8 | 1.9 | -0.2
CC(=O)c1c(Nc2cccc(F)c2)oc(C)cc1=O | 1.7 | -0.7 | 0.2 | -3.7 | 0.9 | -2.4 | 7.0 | 9.2 | 1.8 | 1.1
O=S(=O)(c1ccc2c(c1)oc1ccccc12)N1CCOCC1 | 0.9 | 8.2 | -1.9 | 4.1 | 1.1 | -0.9 | 0.9 | 2.6 | 9.5 | -16.4
Cn1c(=O)c2c(nc(CN3CCN(C(=O)c4ccco4)CC3)n2CC(N)=O)n(C)c1=O | -0.4 | -0.4 | -5.8 | 5.8 | 3.9 | 0.3 | 7.5 | 3.5 | 2.4 | -0.1
CCCc1cc(=O)[nH]c(SCC(=O)c2ccc(S(=O)(=O)N3CCCC3)cc2)n1 | 8.1 | -3.4 | -5.9 | 22.0* | 0.3 | -1.2 | 10.2 | -4.7 | -4.2 | 4.3
CC(C)NC(=O)c1ccc2c3n(nc2c1)-c1ccccc1CO3 | -0.5 | -7.1 | -4.7 | 2.1 | -0.2 | -0.5 | -1.5 | 1.7 | 0.1 | 6.3
CCCCn1cnc2c(SCc3ccc(Cl)cc3)nc(N)nc21 | 1.7 | 0.0 | -24.6 | -0.8 | 4.1 | -3.2 | 5.8 | -10.2 | -7.5 | -2.2
NC(=O)c1cccc(C(N)=O)n1 | -0.6 | -0.1 | 0.1 | 5.4 | 1.4 | -0.6 | 6.1 | -5.4 | -1.8 | 0.0
CCOC(=O)c1cn(Cc2cccc(Cl)c2)c2cc(C)nn2c1=O | 3.2 | -4.5 | 6.2 | 2.5 | 7.9 | -1.1 | -0.9 | -1.5 | -3.5 | -4.6
O=C(NCCCN1CCCC1=O)C(=O)NCC1OCCN1S(=O)(=O)c1cc(F)ccc1F (stereo unspecified) | 6.2 | -1.4 | -3.3 | 1.3 | 3.9 | -0.7 | 5.2 | 0.1 | -5.9 | 6.1
FC(F)(F)c1cnc2c(-c3ccccc3)n[nH]c2c1 | 0.0 | 1.1 | / | 0.1 | -4.9 | -0.1 | 2.5 | 4.5 | 3.0 | -9.3
COc1ccc(CN2CCNC(=O)C2CC(=O)N(C)CC2CCOCC2)cc1C (stereo unspecified) | -2.0 | 31.0* | 2.7 | -1.0 | 3.3 | 0.7 | 6.7 | -0.4 | -0.3 | -0.7
Cc1cc(S(=O)(=O)NCc2ccc3c(c2)OCO3)ccc1F | -0.2 | 1.0 | 3.9 | -9.2 | 6.5 | 0.3 | -2.5 | 0.7 | -2.6 | -5.0
Fc1ccccc1CNC(=S)Nc1ccc(Cl)cc1 | 3.4 | 1.1 | -7.0 | 0.7 | -0.6 | -2.6 | 1.8 | 2.3 | -8.5 | -9.1
Cc1cc(NC(=O)CCN2C(=O)c3ccccc3C2=O)no1 | -2.4 | -0.5 | -2.5 | 0.7 | 1.6 | 0.8 | -2.0 | 6.6 | 0.9 | -0.6
COc1cccc(C(CC(=O)NCC2CCCO2)NS(=O)(=O)c2ccc(C)cc2)c1OC (stereo unspecified) | -4.0 | -1.0 | 1.2 | -2.6 | 2.0 | 0.1 | 5.8 | -1.6 | -6.3 | 1.4
COC(=O)[C@]12C[C@H](CC(=O)N3CCSCC3)C(=O)N(Cc3ccccc3)C1=C[C@H](C(C)(C)C)O[C@@H]2C | -0.7 | 0.5 | / | 1.4 | 1.7 | -0.5 | -8.3 | 3.0 | 7.8 | 0.3
COc1cc(OC)c(/C=N/NC(=O)c2ccc([N+](=O)[O-])cc2)cc1Br | -3.7 | -0.6 | 4.6 | -2.6 | -2.2 | 1.2 | -0.4 | -5.9 | -2.3 | 0.9
Cc1cc(C)cc(C(=O)NCC(=O)OCC(=O)c2cc(C)n(CC(F)(F)F)c2C)c1 | -4.6 | -0.2 | -4.7 | -1.7 | -2.6 | -2.0 | 4.0 | -0.3 | -2.1 | -2.9
COC(=O)c1cc(OC)c(OC)cc1NC(=S)Nc1cc(Cl)ccc1OC | 1.7 | 0.8 | -5.5 | -3.6 | -0.8 | -3.1 | 7.6 | 2.9 | 2.1 | -2.8
Cc1ccccc1COC[C@H](CC(C)C)N1CCN(C(=O)c2cccc(C(F)(F)F)c2)CCC1=O | -9.2 | -0.2 | -12.4 | 1.0 | -1.0 | 0.4 | 17.2 | -3.7 | -0.2 | -0.8
